# Screening data (PubChem BioAssay)
# TRHR enhancer – allosteric enhancers of human TRH receptor. P34981. TRHR cells, fluo-8 calcium fluorescence, EC20 TRH enhancement. enhancement, % at 2 µM. 360,000 tested, 0.66% active. AID 493056; in the data active = enhancement above about 30%; note: 0% is about no effect
# Target sequence (P34981 whole entry, looked up): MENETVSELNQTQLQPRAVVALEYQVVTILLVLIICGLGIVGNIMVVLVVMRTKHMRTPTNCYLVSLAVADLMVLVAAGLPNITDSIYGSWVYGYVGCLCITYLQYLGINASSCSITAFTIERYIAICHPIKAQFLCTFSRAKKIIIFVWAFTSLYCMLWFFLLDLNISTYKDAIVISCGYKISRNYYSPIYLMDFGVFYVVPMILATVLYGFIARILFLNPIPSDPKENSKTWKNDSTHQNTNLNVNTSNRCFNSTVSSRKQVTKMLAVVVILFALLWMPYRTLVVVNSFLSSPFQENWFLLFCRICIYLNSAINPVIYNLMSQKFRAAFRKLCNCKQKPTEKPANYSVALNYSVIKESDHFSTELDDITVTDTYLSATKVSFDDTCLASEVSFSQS
#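 Enhancer read-out: after compound pinning and an initial kinetic agonist-mode read, an EC20 of TRH (10 nM final) was injected and fluo-8 calcium signal (Ex 480/Em 530) followed at 1 s/cycle for 100 cycles in TRHR-expressing cells.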
# TrxR1 substrate – is turned over as a substrate by rat TrxR1; O89049; purified TrxR1 substrate turnover, NADPH consumption readout; Potency, µM (series often up to 114 µM), for inactives: top-dose activity change, negative = substrate turnover; 390,000 tested, 0.01% active; note: potency is the fitted concentration of half-maximal effect; % is set by controls: 0 for no effect and ±100 for the full control effect; nearly all actives have a fitted effect of over 50% in size
# Target sequence (O89049 whole entry, looked up): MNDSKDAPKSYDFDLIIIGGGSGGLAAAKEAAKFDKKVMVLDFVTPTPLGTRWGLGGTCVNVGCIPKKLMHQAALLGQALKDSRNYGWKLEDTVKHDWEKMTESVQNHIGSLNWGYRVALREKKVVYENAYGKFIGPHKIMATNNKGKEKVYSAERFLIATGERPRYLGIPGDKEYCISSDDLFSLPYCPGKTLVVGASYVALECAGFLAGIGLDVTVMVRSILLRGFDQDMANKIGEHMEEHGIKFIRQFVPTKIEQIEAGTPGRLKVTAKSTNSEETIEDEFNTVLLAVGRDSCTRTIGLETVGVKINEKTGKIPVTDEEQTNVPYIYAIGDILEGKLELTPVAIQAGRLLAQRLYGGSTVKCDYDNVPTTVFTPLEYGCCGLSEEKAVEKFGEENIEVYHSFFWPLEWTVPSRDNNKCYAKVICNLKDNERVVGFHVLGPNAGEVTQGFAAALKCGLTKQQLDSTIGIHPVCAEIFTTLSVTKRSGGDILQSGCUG
#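 Rat TrxR1, dispensed at 90 nM, was prereduced with 400 uM NADPH (final) for 5 min at ~22 deg C, then incubated with compound 15 min before 400 uM selenite. A first-read NADPH fluorescence drop versus no-compound background flagged substrates.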
# TrxR1 inh – blocks rat thioredoxin reductase 1; O89049; recombinant rTrxR1, NADPH fluorescence consumption, selenite substrate; Potency, µM (titrated, usually from 114 µM), for inactives: at the top dose activity change, negative = inhibition, usual class: inhibitors; 390,000 tested, 1% active; AID 588453; note: potency is the fitted concentration of half-maximal effect; % is set by controls: 0 for no effect and ±100 for the full control effect; nearly all actives have a fitted effect of over 65% in size
#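 Rat TrxR1 (90 nM in the dispensed reagent) was pre-reduced with 400 uM NADPH for 5 min at room temperature, then incubated with compound for 15 min. After 400 uM selenite was added, NADPH fluorescence (Ex 340/Em 450 nm) was followed for 8 min.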
# D2 ag – agonists of human D2 dopamine receptor. AID 485358. 340,000 tested, 0.53% active. HEK293 T-REx D2 cells, calcium flux agonist mode. P14416. activation, % at 2 µM;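 active = activation over 3 SD above normal in the single-dose calcium agonist read, cut at about 30% in these data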; note: 0% is about no effect
#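 Agonism is scored from calcium flux in a force-coupled, inducible HEK293 cell line expressing D2, read kinetically for 180 s after compound addition against dopamine controls.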
# Pin1 inhibitor – blocks the human prolyl isomerase Pin1; Q13526; Pin1 FP peptide displacement, HiFluor488, 10 min; Potency, µM (doses to about 115 µM), for inactives: top-dose activity, negative = inhibition, most hits filed as inhibitors; 390,000 tested, 0.009% active; AID 504891; active = well fitted inhibition curve with a large enough effect in the polarisation, with a control signal flat, not every such curve was filed as active; inconclusive = small, poorly fitted or top-dose-only effect, or effect the other way, or a change in a side signal; inactive = no such curve, though single readings can be large or run the other way; the % refers to the polarisation; note: potency is the fitted concentration of half-maximal effect; % is set by controls: 0 for no effect and ±100 for the full control effect
# Target sequence (Q13526 whole entry, looked up): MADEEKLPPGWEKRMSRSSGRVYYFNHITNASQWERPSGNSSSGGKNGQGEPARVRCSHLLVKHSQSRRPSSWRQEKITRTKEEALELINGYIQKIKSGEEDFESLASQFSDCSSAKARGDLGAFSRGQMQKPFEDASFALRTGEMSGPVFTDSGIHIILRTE
# USP1 inh – inhibitors of human USP1/UAF1 deubiquitinase. 390,000 tested, 0.23% active. O94782. recombinant USP1/UAF1, Ub-Rhodamine cleavage fluorescence. Potency, µM (highest dose often 57.1 µM), without a hit: at the top dose activity change, negative = inhibition, actives largely listed as inhibitors; note: potency is the fitted concentration of half-maximal effect; % is set by controls: 0 for no effect and ±100 for the full control effect; nearly all actives have a fitted effect of over 60% in size; inactives centre near -12
#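 1 nM enzyme complex + cpd, 15 min RT; start with Ub-Rho 150nM final; kinetic fluorescence ex 480/em 540, 6 reads q60 s. Buffer 50mM HEPES pH 7.8, 0.5mM EDTA, 0.1 mg/ml BSA, 1mM TCEP, 0.01% Tween-20.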
# D2 antag – antagonizes the human D2 dopamine receptor. HEK293 TREx D2 cells, calcium flux, dopamine EC80. 340,000 tested, 2% active. P14416. inhibition, % at 10 µM; in the data active = inhibition above about 30%; note: 0% is about no effect
#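 In this primary screen, negative modulation is detected by tracking calcium flux after an EC80 dopamine challenge in inducible HEK293 T-REx D2 cells preexposed to test compound for 180 s.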
# TRHR ag – TRH receptor (human) agonism; P34981; TRHR cells, calcium flux fluo-8, FDSS agonist mode; activation, % at 2 µM; 360,000 tested, 0.18% active; AID 493084; in the data active = activation above about 30%; note: 0% is about no effect
#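 Fluo-8-loaded TRHR cells; 10 s baseline, compound added, kinetic Ca2+ fluorescence read 1/s, agonist mode.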
# mIDH1 inhibitor – blocks human mutant IDH1 R132H enzyme; 390,000 tested, 0.093% active; Potency, µM (titrated, usually from 76.6 µM), without a hit: at the highest dose activity change, negative = inhibition, most hits filed as inhibitors; IDH1-R132H enzyme, NADPH consumption, diaphorase/resazurin fluorescence; AID 602179; O75874; note: potency is the fitted concentration of half-maximal effect; % is set by controls: 0 for no effect and ±100 for the full control effect; nearly all actives have a fitted effect of over 65% in size
#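 IDH1-R132H (0.5 ug/mL dispensed) in pH 7.5 Tris buffer was preincubated 30 min with compound, then given a substrate mix of 0.016 mM NADPH and 2 mM alpha-KG for 80 min at room temperature; remaining NADPH was read by diaphorase/resazurin fluorescence.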
# * hit, by the source's call; u = inconclusive; x = not tested or not shown; & = joins results of further samples; [ ] = another dose, or the depositor's remark. Unless noted, calls come from the whole dose curve; as a rule, active = well fitted inhibition curve with a large enough effect; inconclusive = small, poorly fitted or top-dose-only effect; inactive = no such curve, though single readings can be large or run the other way.
SMILES,TRHR enhancer,TrxR1 substrate,TrxR1 inh,D2 ag,Pin1 inhibitor,USP1 inh,D2 antag,TRHR ag,mIDH1 inhibitor
O=C(Nc1ccccc1Cl)c1cc(S(=O)(=O)N2CCCCC2)ccc1N1CCOCC1,-8,7%,10%,0.5,23%,2%,6,0.4,2%
Cc1cc(Nc2ccc(Br)cc2)nc(C)n1,3,-5%,10%,0.6,-11%,-24%,x,0.8,16%
Cc1cn(CC(=O)N2CCN(c3ccccn3)CC2)c(=O)[nH]c1=O,x,16%,4%,x,4%,-10%,x,x,-4%
CC1C(=O)N2CCCc3cc(NC(=O)C4CC4)cc1c32 (stereo unspecified),3,3%,10%,0.5,-2%,-12%,16,0.3,0%
Cc1ccc2oc(=O)c3cc(C(=O)NCCN4CCN(C)CC4)sc3c2c1,-6,14%[57.1 µM],6%[57.1 µM],0.7,2%,-19%,9,0.6,-13%
Cc1sc2nc(CSCC(=O)Nc3c(Cl)cccc3Cl)[nH]c(=O)c2c1C,-5,3%,-3%,2.0,u,-21%,43*,-0.2,10%
Cc1ccc(S(=O)(=O)C(CNS(=O)(=O)c2ccc(F)c(C)c2)c2cccs2)cc1 (stereo unspecified),1,-4%[57.1 µM],u,0.3,1%,u,x,-0.1,-4%
CC1Cc2cc(/C(O)=C3/C(=O)C(=O)N(CCN4CCOCC4)C3c3ccc([N+](=O)[O-])cc3)ccc2O1 (stereo unspecified),-3,-20%,-32%,-0.5,-21%,-13%,3,0.4,0%
Cc1ccc(C(=O)NN(C)c2nc3ccccc3nc2C(F)(F)F)cc1,-1,-1%,14%[57.1 µM],-1.3,-8%,-7%,-22,0.4,1%
Cc1cccc(NC(=O)CSCC(=O)Nc2cc(Cl)ccc2N2CCOCC2)c1,-2,-14%,-7%,-0.1,12%,-14%,-10,0.1,3%
CCCC1(C)NC(=O)c2ccccc2O1 (stereo unspecified),1,6%[11.4 µM],16%[11.4 µM],-0.9,-6%,-8%,18,-0.4,27%
COc1cccc(-n2c(C)nc3c(cnn3-c3ccc(Cl)cc3)c2=O)c1,-2,2%[11.4 µM],-13%[11.4 µM],0.9,2%,-13%,-9,-0.1,6%
Cc1cccc(C2(c3cccc(C)c3)CC2C(=O)Nc2ccc([N+](=O)[O-])cc2O)c1 (stereo unspecified),-6,1%,4%,4.7,0%,u,-5,0.2,33%[activator]
COc1ccc(Cc2nnc(N)s2)cc1OC,1,6%,14%,0.6,-7%,-12%,-31,-0.2,2%
COc1ccc(N2C(=O)c3ccccc3NC2c2ccc(OC)c(CSc3ccccn3)c2)cc1 (stereo unspecified),-6,143%[activator],92%[activator],-0.1,0%,-11%,-2,0.2,-11%
O=C(Cn1cc(Br)ccc1=O)Nc1ccc2c(c1)OCO2,6,-4%,20%,0.0,1%,-15%,-2,0.9,3%
O=C1c2ccccc2C(=O)N1CCCc1nc(-c2ccccn2)no1,12,11%[57.1 µM],12%[57.1 µM],0.2,-8%,-18%,36*,-0.7,2%
COc1ccc(NC(=O)Nc2cccc3c2O[C@H](CN(C)S(=O)(=O)c2c(C)noc2C)[C@@H](C)CN([C@H](C)CO)C3=O)cc1,x,4%,-3%,x,0%,-23%,x,x,-3%
O=C(CCc1nnc(C2(c3ccc(Cl)cc3)CCC2)o1)NC1CC1,3,1%,4%,0.3,-6%,-7%,5,-1.1,1%
CC1CCCCN1CCCNC(=O)c1ccc(NC(=O)C2=CSCCO2)cc1 (stereo unspecified),-6,-4%,2%,1.3,-2%,-8%,3,0.5,1%
Cc1ccc(OCCN2CCNCC2)c([N+](=O)[O-])c1,4,-10%,-28%,2.1,-10%,-10%,24,1.4,-2%
CC1CCCCC1NC(=O)CSc1nnnn1C (stereo unspecified),6,4%[57.1 µM],8%[57.1 µM],0.6,-4%,-16%,-6,0.3,0%
O=C(COC(=O)Cc1c[nH]c2ccccc12)Nc1ccccc1,4,-11%,-5%,-1.0,-12%,-18%,-11,0.3,6%
COc1ccccc1N(C)S(=O)(=O)c1ccc(C(=O)Nc2nnc(C)s2)cc1,-7,-17%,-20%,-0.5,4%,-3%,-14,-0.3,0%
COc1ccc(CN(C)C(=O)Cn2cnc3c(OCc4ccccc4)ncnc32)cc1OC,x,2%,16%,x,-1%,-30%,x,x,7%

# 4 of the compounds above, with each value named.
> COc1ccc(N2C(=O)c3ccccc3NC2c2ccc(OC)c(CSc3ccccn3)c2)cc1 (stereo unspecified)
- TRHR enhancer: -6
- TrxR1 substrate: 143%[activator]
- TrxR1 inh: 92%[activator]
- D2 ag: -0.1
- Pin1 inhibitor: 0%
- USP1 inh: -11%
- D2 antag: -2
- TRHR ag: 0.2
- mIDH1 inhibitor: -11%

> O=C(Cn1cc(Br)ccc1=O)Nc1ccc2c(c1)OCO2
- TRHR enhancer: 6
- TrxR1 substrate: -4%
- TrxR1 inh: 20%
- D2 ag: 0.0
- Pin1 inhibitor: 1%
- USP1 inh: -15%
- D2 antag: -2
- TRHR ag: 0.9
- mIDH1 inhibitor: 3%

> O=C1c2ccccc2C(=O)N1CCCc1nc(-c2ccccn2)no1
- TRHR enhancer: 12
- TrxR1 substrate: 11%[57.1 µM]
- TrxR1 inh: 12%[57.1 µM]
- D2 ag: 0.2
- Pin1 inhibitor: -8%
- USP1 inh: -18%
- D2 antag: 36*
- TRHR ag: -0.7
- mIDH1 inhibitor: 2%

> COc1ccc(NC(=O)Nc2cccc3c2O[C@H](CN(C)S(=O)(=O)c2c(C)noc2C)[C@@H](C)CN([C@H](C)CO)C3=O)cc1
- TRHR enhancer: x
- TrxR1 substrate: 4%
- TrxR1 inh: -3%
- D2 ag: x
- Pin1 inhibitor: 0%
- USP1 inh: -23%
- D2 antag: x
- TRHR ag: x
- mIDH1 inhibitor: -3%

# (further entries)
SMILES,TRHR enhancer,TrxR1 substrate,TrxR1 inh,D2 ag,Pin1 inhibitor,USP1 inh,D2 antag,TRHR ag,mIDH1 inhibitor
COC(=O)c1c(SCC(=O)Nc2cc(C)cc(C)c2)[nH]c2ccccc2c1=O,4,-1%,7%,-0.3,15%,-29%,x,-1.2,-14%
COc1ccc(-c2nc(SCC(=O)Nc3ccc4c(c3)OCO4)c(-c3ccc(OC)cc3)[nH]2)cc1,0,-9%,-10%,-1.4,12%,u,x,0.1,12%
Cn1c(-c2ccc3c(c2)OCO3)cnc1NCc1cccc(O)c1,-2,7%[57.1 µM],-7%[57.1 µM],0.4,19%,-5%,-3,0.2,1%
O=C(O)CCC(=O)N1CCOc2ccc(Cl)cc21,8,1%,8%,-0.3,-6%,-4%,0,0.4,1%
NC(=O)c1nsc(C(=O)N(CC(=O)NCc2ccc3c(c2)OCO3)C2CCCCC2)c1N,3&-1,16%,15%,1.0,-1%&0%,-9%,3,-0.2&-2.2,2%
O=C(Cc1cccc2ccccc12)Nc1ccc(OC(F)F)c(Cl)c1,0,1%,9%,0.8,2%,u,-6,1.2,5%
Cc1cccc(N2CCN(C(=O)CN(C)S(=O)(=O)c3ccc4c(c3)CCC(=O)N4)CC2)c1C,3,3%,-6%,0.1,-5%,-21%,-7,-0.4,4%
COc1ccc(CN(C(=O)COc2ccccc2OC)C2CCS(=O)(=O)C2)cc1 (stereo unspecified),-3,-1%[57.1 µM],14%[57.1 µM],x,-6%,-22%,x,-0.3,-1%
Cc1ccc(Cl)cc1N1CCN(c2ncnc3onc(-c4ccc(F)cc4)c23)CC1,-5,-4%,4%,1.1,-11%,-23%,x,2.7,2%
Cc1nnc(NC(=O)c2cccc(S(=O)(=O)N3CC(c4ccccc4)CC3=O)c2)s1 (stereo unspecified),-7,5%[57.1 µM],-2%[57.1 µM],-1.5,23%,-8%,-8,-0.3,-22%
CN(C)CCCNc1cc(O)c2ncccc2c1,-1,-4%,-30%,x,-19%,x,x,-0.6,x
COc1cccc(CN2C(=O)CCC2(C)C(=O)NC2CCCCCC2)c1 (stereo unspecified),9,5%,10%,0.0,1%,-10%,11,0.6,7%
COc1ccccc1NC(=O)C1=C(C)Nc2nc(-c3cccs3)nn2C1c1cccnc1 (stereo unspecified),-5,-1%[57.1 µM],8%[57.1 µM],-0.4,2%,-18%,-9,0.0,4%
CCOC(=O)/C=C/C(=O)OCC(=O)Nc1cccc(Cl)c1Cl,8,1%,14µM*,14,2%,-23%,-7,0.1,-13%
CCOC(=O)N1CCN(C(=O)/C(=C/c2cccc3ccccc23)NC(=O)c2ccc(OC)c(OC)c2)CC1,5,-11%,1%,0.9,3%,-7%,-6,0.0,0%
Cc1cc(C)cc(-n2ccnc2SCC(=O)Nc2cccc3ccccc23)c1,1,-1%[57.1 µM],17%[57.1 µM],0.3,4%,-10%,x,0.0,-4%
N#CC(=C(O)CN1CCN(c2ccccc2F)CC1)c1nc(-c2ccc(Cl)cc2)cs1,x,-6%,10%,x,0%,-3%,x,x,-5%
Cc1ccc(S(=O)(=O)N2CCCCC2)cc1NC(=O)CSc1nccn1C,1,3%,4%[57.1 µM],0.1,0%,-25%,0,0.0,16%
O=C(C1CCC(Cn2c(=O)c3sccc3n(Cc3cccc(F)c3)c2=O)CC1)N1CCCCC1 (stereo unspecified),-1,-5%[57.1 µM],-2%[57.1 µM],0.2,4%,-20%,x,-0.6,-1%
Cc1nc2ccn(Cc3ccco3)c(=O)c2cc1C(=O)NCc1ccc(F)cc1,2,7%[57.1 µM],3%[57.1 µM],1.4,-6%,-8%,x,-0.6,9%
Cc1ccc(Cl)cc1N1CCN(C(=O)CN2C(=O)COc3ccc(S(=O)(=O)N4CCC(C)CC4)cc32)CC1,-5,-4%,9%,x,-1%,-12%,x,0.2,3%

# Some of the compounds tested; count on the stated rates, not on these rows.
